Compound activity as filed in PubChem BioAssay.
FN deposition inh: fibronectin deposition inhibition; inhibition, % at 12.6 µM; AID 743247; 350,000 tested, 0.086% active; AH1F fibroblasts, Alexa488-fibronectin deposition fluorescence, overnight;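 active = mean inhibition across replicates of 30% or more, regardless of how many single replicates reach that level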;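 also: positive control wells lacked labelled fibronectin entirely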
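Assay system: AH1F fibroblast monolayer, labelled fibronectin deposition. Amount: 10000 cells per well. Also added: labelled fibronectin 24 nM. Compound: single-point pinned compound. Incubation: cell attachment 1 h, compound and FN exposure overnight. Detection: fluorescence after three HBSS washes, excitation 485 nm, emission 525 nm. Read-out: inhibition of fibronectin deposition signal.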
PglD inh: blocks C. jejuni PglD acetyltransferase activity; inhibition, % at 12.5 µM; 360,000 tested, 0.098% active; purified PglD enzyme, DTNB colorimetric CoA detection; AID 602405; in the data active = inhibition above about 16%, passing the limit was not always enough; also: strong numbers were not always called active
EWS-Fli block: inhibitors of EWS/Fli oncoprotein transcriptional activity | A673 NR0B1-luciferase reporter, viability-normalised | inhibition, % at 12.6 µM | 350,000 tested, 0.67% active;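 active = mean inhibition of at least 50% after viability correction, with every replicate also passing that limit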;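 also: firefly luciferase signal divided by Alamar Blue viability fluorescence both relative to DMSO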
LGR2 inh: Drosophila LGR2 receptor signaling inhibition; AID 720647; inhibition, % at 9.99 µM; 380,000 tested, 0.35% active; HEK293 LGR2, CRE-luciferase, bursicon-stimulated, 4 h;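 active = drop in luminescence signal, shown as inhibition above about 50% in the replicate tests, limit read from the data, passing the limit was not always enough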;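 also: agonist challenge used bursicon conditioned medium at about half maximal strength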
S100A4 MyoIIA: blocks human S100A4 binding to myosin IIA peptide; AID 652163; inhibition, % at 10.7 µM; S100A4/TAMRA-MyoIIA peptide fluorescence polarization; 360,000 tested, 0.14% active; P26447;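 active = mean inhibition of at least 70% across replicates, with every replicate also reaching that level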
Target sequence (P26447 whole entry, looked up): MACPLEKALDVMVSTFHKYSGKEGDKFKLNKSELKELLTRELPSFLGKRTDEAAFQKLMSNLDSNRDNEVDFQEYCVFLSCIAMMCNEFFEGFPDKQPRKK
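assay system = human S100A4 monomer with TAMRA-labelled myosin IIA peptide | also added = labelled myosin peptide probe, 5 nM | incubation = 5 min between mix addition and reading | control set = DMSO and TFP controls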
PAX8 inh HTS: inhibitors of PAX8 transcriptional activity in RMG-I cells; inhibition, % at 12.6 µM; 360,000 tested, 1.2% active; RMG-I TPO-luciferase reporter, SteadyGlo, 24 h;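 active = mean replicate inhibition at least 60% with every replicate also reaching 60%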;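 also: luciferase light reporting Pax8 driven TPO promoter activity; plate controls were median of neutral control wells for no effect and mitoxantrone controls for full effect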
PGC1a acetyl inh: PGC1a acetylation modulation, inhibitor mode. U2OS PGC1a acetylation, AlphaScreen anti-acetyl-lysine; with virally co-expressed GCN5 acetyltransferase. inhibition, % at 15.6 µM. 350,000 tested, 0.17% active. AID 651687;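 active = every replicate shows inhibition of at least 40%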;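 also: 0% = neutral control wells and 100% = positive control wells; some results beyond the cut were filed as inactive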
ERAP1 HTS inh: blocks human ERAP1 aminopeptidase activity; recombinant ERAP1, Leu-AMC fluorescence, 60 min; inhibition, % at 10.7 µM; 340,000 tested, 0.15% active; AID 652197;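 active = mean replicate inhibition of at least 30%, or all replicates individually reaching that 30% level; inactive = mean below 30% and not every replicate reaching it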;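 also: 0% = neutral control wells and 100% = L-leucinethiol positive control wells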
Target sequence (Q9NZ08 whole entry, looked up): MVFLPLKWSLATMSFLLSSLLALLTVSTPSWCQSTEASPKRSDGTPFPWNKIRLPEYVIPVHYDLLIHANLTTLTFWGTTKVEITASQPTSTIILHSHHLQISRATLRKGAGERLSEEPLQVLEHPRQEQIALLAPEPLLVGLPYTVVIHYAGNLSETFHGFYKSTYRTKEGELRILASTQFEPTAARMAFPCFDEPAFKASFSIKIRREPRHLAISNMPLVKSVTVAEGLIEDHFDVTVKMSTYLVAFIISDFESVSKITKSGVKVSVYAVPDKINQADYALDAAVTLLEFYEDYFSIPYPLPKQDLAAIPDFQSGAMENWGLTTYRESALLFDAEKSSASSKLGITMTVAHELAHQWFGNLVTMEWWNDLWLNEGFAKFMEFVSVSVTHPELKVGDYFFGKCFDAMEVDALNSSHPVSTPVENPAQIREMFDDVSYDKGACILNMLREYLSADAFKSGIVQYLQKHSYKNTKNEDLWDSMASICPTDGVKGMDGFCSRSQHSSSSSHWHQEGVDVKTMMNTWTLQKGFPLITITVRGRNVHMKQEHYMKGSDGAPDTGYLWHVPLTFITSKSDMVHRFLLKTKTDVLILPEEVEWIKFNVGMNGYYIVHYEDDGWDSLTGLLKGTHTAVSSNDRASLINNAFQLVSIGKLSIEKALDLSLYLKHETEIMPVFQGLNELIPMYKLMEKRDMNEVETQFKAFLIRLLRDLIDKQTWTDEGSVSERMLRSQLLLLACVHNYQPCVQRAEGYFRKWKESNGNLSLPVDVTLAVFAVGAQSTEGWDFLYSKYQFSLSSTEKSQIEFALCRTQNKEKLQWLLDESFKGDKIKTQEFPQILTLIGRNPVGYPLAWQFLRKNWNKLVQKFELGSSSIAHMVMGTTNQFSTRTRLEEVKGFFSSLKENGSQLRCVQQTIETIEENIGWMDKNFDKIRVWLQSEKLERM
The depositor's hits bear a star; & = joins results of further samples. This is a random part of the collection (roughly 2.1% active in at least one column).

Screening CC(NC(=O)C1CCC(=O)N1Cc1ccc(F)cc1)c1ccc2c(c1)OCCO2 (stereo unspecified) returned FN deposition inh -3, PglD inh 2, EWS-Fli block -7, LGR2 inh 7, S100A4 MyoIIA -2, PAX8 inh HTS 6, PGC1a acetyl inh -1 and ERAP1 HTS inh 1.
For Cc1cccc(S(=O)(=O)N(C)C[C@H]2OCc3ccccc3-c3c(n(C)c4ccccc34)C(=O)N([C@H](C)CO)C[C@H]2C)c1 the results were FN deposition inh 2, PglD inh 4, EWS-Fli block 14, LGR2 inh 20, S100A4 MyoIIA 7, PGC1a acetyl inh -22 and ERAP1 HTS inh 1.
For COc1ccc(CCNC(=O)CCc2ccccc2O)cc1OC the results were FN deposition inh 0, PglD inh -2, EWS-Fli block 18, LGR2 inh 0, S100A4 MyoIIA -3, PAX8 inh HTS -6, PGC1a acetyl inh 3 and ERAP1 HTS inh -1.
`CC(C)N1CCC(N2CCN(Cc3cccc4nonc34)CC2CCO)CC1` (stereo unspecified) gave EWS-Fli block 12, LGR2 inh -10, S100A4 MyoIIA -8, PAX8 inh HTS 10 and ERAP1 HTS inh 0.
Screening C[C@@H]1CN([C@H](C)CO)S(=O)(=O)c2ccc(C3=CCCC3)cc2O[C@H]1CN(C)Cc1ccccc1 returned PglD inh 0, EWS-Fli block 26, LGR2 inh 8, S100A4 MyoIIA -4, PGC1a acetyl inh -13 and ERAP1 HTS inh 2.
For O=C(CSc1ccc2nnc(-c3cccc(F)c3)n2n1)NCc1ccco1 the results were PglD inh -3, EWS-Fli block 4, LGR2 inh 2, S100A4 MyoIIA -4, PGC1a acetyl inh -18 and ERAP1 HTS inh 2.
`COC(=O)c1ccc2[nH]cc(CCO)c2c1` gave FN deposition inh -10, PglD inh -2, EWS-Fli block -1, LGR2 inh 12, S100A4 MyoIIA -3, PAX8 inh HTS -1, PGC1a acetyl inh -5 and ERAP1 HTS inh -1.
`CS(=O)(=O)N1[C@H](CO)[C@@H](c2ccc(C#CC3CCCC3)cc2)[C@@H]1C#N` gave FN deposition inh -2, PglD inh -4, EWS-Fli block 15, LGR2 inh 6, S100A4 MyoIIA 3, PAX8 inh HTS -12, PGC1a acetyl inh -8 and ERAP1 HTS inh 3.
For C[C@H]1CN([C@@H](C)CO)C(=O)Cc2cc(NC(=O)CCC(F)(F)F)ccc2O[C@H]1CN(C)Cc1ccc(-c2ccccc2)cc1 the results were FN deposition inh 0, PglD inh 1, EWS-Fli block 19, LGR2 inh 5&29, S100A4 MyoIIA -5, PAX8 inh HTS 19 and ERAP1 HTS inh 3.
`CCCN1C[C@H](C)[C@@H](OC)CN(C)C(=O)c2ccc(NC(=O)Nc3ccccc3F)cc2OC[C@H]1C` gave FN deposition inh 2, PglD inh 2, EWS-Fli block -5, LGR2 inh -6, S100A4 MyoIIA -12, PAX8 inh HTS -5, PGC1a acetyl inh -2 and ERAP1 HTS inh 1.
`O=C(Nc1ccc(F)cc1)OC[C@@H]1CSCCS(=O)(=O)N1` gave FN deposition inh 13, EWS-Fli block -1, LGR2 inh -5, S100A4 MyoIIA -2, PAX8 inh HTS 1 and ERAP1 HTS inh -1.
For CCOc1ccc(/C(O)=C2/C(=O)C(=O)N(CC3CCCO3)C2c2ccco2)cc1 (stereo unspecified) the results were FN deposition inh -3, PglD inh -1, PAX8 inh HTS -2 and PGC1a acetyl inh 6.
For COc1ccc(CN2C(=O)CSCC2(C)C(=O)NC(C)C)cc1 (stereo unspecified) the results were FN deposition inh 11, EWS-Fli block 6, LGR2 inh -1, S100A4 MyoIIA 0, PAX8 inh HTS 5 and ERAP1 HTS inh -1.
Screening NS(=O)(=O)c1ccc(CCNC(=O)COC(=O)C2COc3ccccc3O2)cc1 (stereo unspecified) returned FN deposition inh 0, PglD inh 2, EWS-Fli block 0, LGR2 inh -18, S100A4 MyoIIA -2, PAX8 inh HTS -3 and ERAP1 HTS inh 1.
COc1ccc(C)cc1NC(=O)C(Sc1nnc(-c2ccncc2)n1-c1ccc(Cl)cc1)c1ccccc1 (stereo unspecified) was read as FN deposition inh 1, EWS-Fli block 6, LGR2 inh 16, S100A4 MyoIIA 1, PAX8 inh HTS 15 and ERAP1 HTS inh -3.
`CC(C)CC#Cc1ccc2c(c1)O[C@H](CN(C)C(=O)c1ccccc1)[C@@H](C)CN([C@@H](C)CO)S2(=O)=O` gave PglD inh 1, EWS-Fli block 16, LGR2 inh 14, S100A4 MyoIIA -1, PGC1a acetyl inh 2 and ERAP1 HTS inh 0.
`Cc1ccc(NC(=O)[C@H](NC(=O)[C@@H]2Cc3ccccc3CN2)c2ccccc2)c(C)c1` gave FN deposition inh 4, PglD inh -1, LGR2 inh -23, S100A4 MyoIIA -3, PAX8 inh HTS 13, PGC1a acetyl inh 7 and ERAP1 HTS inh -2.
`NC(=O)C1CCN(C(=O)c2cccc(S(=O)(=O)N3CCc4ccccc4C3)c2)CC1` gave FN deposition inh -5, EWS-Fli block 2, LGR2 inh -8, S100A4 MyoIIA 48, PAX8 inh HTS 3, PGC1a acetyl inh 0 and ERAP1 HTS inh 1.
Cc1ccc(N2CN=c3s/c(=C\c4cccnc4)c(=O)n3C2)cc1 was read as FN deposition inh 20, PglD inh 5, PAX8 inh HTS -90 and PGC1a acetyl inh 36.
For CC(=O)Nc1ccc(S(=O)(=O)Nc2ccccc2N2CCOCC2)cc1 the results were FN deposition inh 1, PglD inh -2, EWS-Fli block 2, LGR2 inh -8, S100A4 MyoIIA 1, PAX8 inh HTS -4, PGC1a acetyl inh 1 and ERAP1 HTS inh -3.
O=C(NCC[C@H]1CC[C@@H](NC(=O)C2CC2)[C@@H](CO)O1)c1cnccn1 was read as FN deposition inh -11, PglD inh 1, EWS-Fli block 7, LGR2 inh -12, S100A4 MyoIIA 36, PAX8 inh HTS -6, PGC1a acetyl inh -4 and ERAP1 HTS inh 0.
CCOC(=O)Cc1csc(NS(=O)(=O)c2ccc(OC)cc2)n1 was read as FN deposition inh 7, EWS-Fli block 0, LGR2 inh 8, S100A4 MyoIIA 2, PAX8 inh HTS -1, PGC1a acetyl inh 5 and ERAP1 HTS inh -1.
C[C@@H]1CN([C@H](C)CO)C(=O)Cc2cc(NS(=O)(=O)c3cccs3)ccc2O[C@H]1CN(C)Cc1ccc(C(=O)O)cc1 was read as PglD inh 2, EWS-Fli block 5, LGR2 inh 4, S100A4 MyoIIA -1, PAX8 inh HTS -8, PGC1a acetyl inh 5 and ERAP1 HTS inh 1.
Screening COc1ccc(Cn2c(-c3ccc(Br)cc3)c[n+]3ccccc23)cc1 returned FN deposition inh -4, PglD inh 2, EWS-Fli block -27, LGR2 inh -83, S100A4 MyoIIA -3, PAX8 inh HTS -26 and ERAP1 HTS inh -8.
For CCOC(=O)N1CCN(S(=O)(=O)c2ccc(C(=O)N(CCCN(C)C)c3nc4c(F)cc(F)cc4s3)cc2)CC1 the results were FN deposition inh -4, PglD inh -8, EWS-Fli block -8, LGR2 inh -12, S100A4 MyoIIA -3, PAX8 inh HTS -12, PGC1a acetyl inh 3 and ERAP1 HTS inh -1.
`COc1cccc(NC(=O)c2ccc(S(=O)(=O)N(C)C)cc2)c1` gave FN deposition inh 0, EWS-Fli block -3, LGR2 inh -1, S100A4 MyoIIA -2, PAX8 inh HTS -11 and ERAP1 HTS inh 1.
Screening COC(=O)[C@H](Cc1ccccc1)N1CC2=C[C@H](C3CC3)n3c(=O)n(C)c(=O)n3[C@@H]2[C@H]1[C@H](O)Cc1ccccc1 returned PglD inh 1, EWS-Fli block 0, S100A4 MyoIIA -7, PGC1a acetyl inh -17 and ERAP1 HTS inh -2.
`COc1cc(C(=O)N2CCN(Cc3ccccc3C(F)(F)F)CC2)cc(OC)c1OC` gave FN deposition inh 6, PglD inh 6, LGR2 inh -1 and PGC1a acetyl inh 4.
O=C(N/N=C/CCc1ccccc1)C1CCCCC1 was read as FN deposition inh -3, EWS-Fli block -6, LGR2 inh -7, S100A4 MyoIIA 0, PAX8 inh HTS -6 and ERAP1 HTS inh 1.
Screening COc1ccc(-c2ccc3nnc(SCC(=O)Nc4ccc(NC(C)=O)cc4)n3n2)cc1 returned FN deposition inh -2, EWS-Fli block -16, LGR2 inh -9, S100A4 MyoIIA -13, PAX8 inh HTS -10 and ERAP1 HTS inh 4.
CCCS(=O)(=O)NC(=O)C1(C)CCN(C(=O)c2ccc(F)c(C)c2)C1 (stereo unspecified) was read as FN deposition inh 2, PglD inh -8, EWS-Fli block -2, LGR2 inh -4, S100A4 MyoIIA 1, PAX8 inh HTS -1, PGC1a acetyl inh -5 and ERAP1 HTS inh 0.
`Cc1ccc(S(=O)(=O)NC(CC(C)C)C(=O)N2CC(C)OC(C)C2)cc1` (stereo unspecified) gave FN deposition inh -3, PglD inh 2, LGR2 inh 7, S100A4 MyoIIA -8, PAX8 inh HTS -23, PGC1a acetyl inh 1 and ERAP1 HTS inh -1.
Cc1cccc(NC(=O)c2c(C)nn(-c3ccccc3)c2Cl)c1 was read as FN deposition inh -3, EWS-Fli block -78, LGR2 inh -44, S100A4 MyoIIA -4, PAX8 inh HTS -119 and ERAP1 HTS inh 4.
`COc1ccc(S(=O)(=O)N(C)C[C@@H]2Oc3ncc(C#Cc4cccc(F)c4)cc3C(=O)N([C@H](C)CO)C[C@@H]2C)cc1` gave PglD inh 0, EWS-Fli block 14, LGR2 inh 24, S100A4 MyoIIA 5, PGC1a acetyl inh -8 and ERAP1 HTS inh 2.
`NC(=O)C1CCN(C(=O)c2ccc(Cl)c(NC(=O)c3cccs3)c2)CC1` gave PglD inh 4, EWS-Fli block 3, LGR2 inh 3, S100A4 MyoIIA -1, PAX8 inh HTS 1, PGC1a acetyl inh -3 and ERAP1 HTS inh -1.
C[C@H]1CN([C@@H](C)CO)C(=O)c2cc(C3=CCCC3)cnc2O[C@H]1CN(C)S(=O)(=O)c1cn(C)cn1 was read as FN deposition inh 8, PglD inh -2, EWS-Fli block -21, LGR2 inh 8, S100A4 MyoIIA -16, PAX8 inh HTS 11, PGC1a acetyl inh 13 and ERAP1 HTS inh 0.

Fetched by structure from above:
CCCS(=O)(=O)NC(=O)C1(C)CCN(C(=O)c2ccc(F)c(C)c2)C1 (stereo unspecified) was read as FN deposition inh 2, PglD inh -8, EWS-Fli block -2, LGR2 inh -4, S100A4 MyoIIA 1, PAX8 inh HTS -1, PGC1a acetyl inh -5 and ERAP1 HTS inh 0.
For CCOC(=O)N1CCN(S(=O)(=O)c2ccc(C(=O)N(CCCN(C)C)c3nc4c(F)cc(F)cc4s3)cc2)CC1 the results were FN deposition inh -4, PglD inh -8, EWS-Fli block -8, LGR2 inh -12, S100A4 MyoIIA -3, PAX8 inh HTS -12, PGC1a acetyl inh 3 and ERAP1 HTS inh -1.
`COc1cc(C(=O)N2CCN(Cc3ccccc3C(F)(F)F)CC2)cc(OC)c1OC` gave FN deposition inh 6, PglD inh 6, LGR2 inh -1 and PGC1a acetyl inh 4.
`Cc1ccc(S(=O)(=O)NC(CC(C)C)C(=O)N2CC(C)OC(C)C2)cc1` (stereo unspecified) gave FN deposition inh -3, PglD inh 2, LGR2 inh 7, S100A4 MyoIIA -8, PAX8 inh HTS -23, PGC1a acetyl inh 1 and ERAP1 HTS inh -1.
